# Source: PubChem
# M5 antag – blocks acetylcholine activation of human M5 receptor. actives 0.59% (n = 360,000). CHO-hM5 cells, Fluo-8 calcium fluorescence, ACh EC80. inhibition, % at 3 µM. AID 624040;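 active = inhibition above a per-plate cutoff, the mean of that plate's test compounds plus 3 SD, cut at about 27% in these data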;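 also: 0% = acetylcholine EC80 with DMSO and 100% = DMSO without agonist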
# Target sequence (P08912 whole entry, looked up): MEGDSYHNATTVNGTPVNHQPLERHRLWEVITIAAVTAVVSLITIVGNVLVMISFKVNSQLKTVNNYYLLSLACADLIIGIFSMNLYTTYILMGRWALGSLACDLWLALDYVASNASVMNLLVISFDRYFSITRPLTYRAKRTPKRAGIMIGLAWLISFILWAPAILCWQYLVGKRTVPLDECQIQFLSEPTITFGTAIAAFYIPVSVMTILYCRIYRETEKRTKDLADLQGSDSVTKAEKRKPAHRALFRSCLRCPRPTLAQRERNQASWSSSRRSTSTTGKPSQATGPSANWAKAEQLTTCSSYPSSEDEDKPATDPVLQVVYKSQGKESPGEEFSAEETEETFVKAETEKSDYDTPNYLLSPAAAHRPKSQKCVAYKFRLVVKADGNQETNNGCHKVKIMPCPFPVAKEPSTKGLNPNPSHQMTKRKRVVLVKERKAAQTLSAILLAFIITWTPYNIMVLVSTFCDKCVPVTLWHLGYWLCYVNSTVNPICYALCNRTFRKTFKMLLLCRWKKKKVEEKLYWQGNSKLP
# CHO-K1 Ca ag – nonselective activator or artifact in parental CHO-K1 cells; Fluo-8 calcium fluorescence; scaled to maximal ATP response, vehicle zero; AID 602248; actives 0.48% (n = 360,000); activation, % at 3 µM; in the data active = activation above about 15%;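 also: untransfected CHO-K1 host cells lacking M1 receptor as counterscreen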
# M5 ag – CHRM5 agonism in calcium assay | actives 0.19% (n = 360,000) | activation, % at 3 µM | CHO-K1 hM5 cells, Fluo-8 calcium fluorescence; 0% DMSO wells, 100% maximal acetylcholine response | P08912;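 active = activation above the run's mean over test compounds plus 3 SD, cut at about 23% in these data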;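 also: signal is peak over basal fluorescence ratio across the kinetic read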
# M4 PAM – CHRM4 positive allosteric modulation. P08173. CHO-K1 hM4/Gqi5, Fluo-8 calcium fluorescence, ACh EC20; 0% = ACh EC20, 100% = maximal ACh. activation, % at 3 µM. actives 0.4% (n = 360,000);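 active = activation above its plate's cutoff, the mean activation of sample wells plus 3 SD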; also: some results filed as inactive read as strong as hits
# Target sequence (P08173 whole entry, looked up): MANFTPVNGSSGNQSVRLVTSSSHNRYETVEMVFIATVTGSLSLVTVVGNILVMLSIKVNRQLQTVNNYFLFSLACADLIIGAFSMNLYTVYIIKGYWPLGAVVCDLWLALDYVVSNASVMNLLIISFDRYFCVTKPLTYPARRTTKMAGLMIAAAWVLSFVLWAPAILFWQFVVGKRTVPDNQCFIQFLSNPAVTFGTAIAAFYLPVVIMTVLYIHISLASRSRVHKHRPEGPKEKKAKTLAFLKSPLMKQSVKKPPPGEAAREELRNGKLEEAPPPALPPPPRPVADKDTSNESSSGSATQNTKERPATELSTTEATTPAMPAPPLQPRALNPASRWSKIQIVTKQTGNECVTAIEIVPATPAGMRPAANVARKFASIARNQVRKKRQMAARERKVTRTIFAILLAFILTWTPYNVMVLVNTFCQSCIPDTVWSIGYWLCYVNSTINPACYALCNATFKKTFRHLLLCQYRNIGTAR
# M4 antag – blocks acetylcholine activation of human M4 receptor; P08173; CHO-hM4 cells, ACh EC80, Fluo-8 calcium fluorescence; inhibition, % at 3 µM; actives 0.73% (n = 360,000); AID 624125;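 active = inhibition above its plate's cutoff, the mean inhibition of sample wells plus 3 SD, cut at about 27% in these data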;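 also: 0% = acetylcholine EC80 with DMSO and 100% = DMSO without agonist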
# M5 PAM – CHRM5 positive allosteric modulation; P08912; CHO-K1 hM5, Fluo-8 calcium, ACh EC20 PAM; 0% = ACh EC20, 100% = ACh EC100; activation, % at 3 µM; actives 0.3% (n = 360,000);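 active = activation above the run cutoff, the mean activation of all test compounds plus 3 SD, cut at about 18% in these data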
#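 system = human M5 receptor in CHO-K1 cells | reagent = EC20 acetylcholine as agonist stimulus | compound dosing = single-point, 3 µM nominal | incubation = Fluo-8 loading 80 min at 37 °C plus 30 min room temperature | detection = Fluo-8 calcium dye fluorescence, kinetic read | benchmarks = low control EC20 acetylcholine (0%), high control EC100 acetylcholine (100%)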
# CHO-K1 Ca antag – counter-screen for M1 antagonists: effect in parental CHO-K1 cells. AID 602250. actives 0.6% (n = 360,000). ATP-induced calcium, Fluo-8 fluorescence. inhibition, % at 3 µM;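 active = inhibition above a per-plate cutoff, the plate's mean sample inhibition plus 3 SD, cut at about 24% in these data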;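 also: 0% = DMSO plus EC80 ATP and 100% = DMSO alone without ATP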
# M4 ag – CHRM4 agonism in calcium assay; P08173; actives 0.14% (n = 360,000); CHO-K1 hM4/Gqi5, Fluo-8 calcium fluorescence; vehicle 0%, full acetylcholine response 100%; activation, % at 3 µM;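 active = activation above the run mean over all test wells plus 3 SD, cut at about 32% in these data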;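 also: peak over basal fluorescence ratio per well then scaled between controls; 0% = DMSO wells and 100% = acetylcholine at EC100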
# M1 PAM parental – M1 PAM counterscreen hit in parental CHO-K1 cells. activation, % at 3 µM. ATP EC20, Fluo-8 calcium fluorescence; 0% at ATP EC20, 100% at ATP max. AID 602247. actives 0.02% (n = 360,000);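 active = activation above the run cutoff, the mean activation of all test compounds plus 3 SD, cut at about 40% in these data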;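 also: peak over basal fluorescence ratio in a 140 s read after ATP addition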
# * = called active by the depositor. Not a hit list; about 2.7% have a hit in one of these screens.
SMILES,M5 antag,CHO-K1 Ca ag,M5 ag,M4 PAM,M4 antag,M5 PAM,CHO-K1 Ca antag,M4 ag,M1 PAM parental
Cc1cc(C)cc(N=C2NC(=O)CS2)c1,-5,-0.1,-2,3,-11,-2,7,0,-1
CC1CCCCN1C(=O)CSc1nnc(-c2ccco2)n1C (stereo unspecified),3,1.5,0,7,-12,4,-10,2,17
CC1CCN(S(=O)(=O)c2ccc3c(c2)N(CC(=O)NCCCN2CCCC(C)C2)C(=O)CO3)CC1 (stereo unspecified),0,0.5,-9,0,-17,-3,-12,1,16
CCOC(=O)c1c(C)[nH]c(C(=O)COC(=O)c2ccc(O)cc2O)c1C,1,0.7,2,7,-1,-1,-10,1,20
O=C(NCCc1ccc(Cl)cc1)c1ccc(S(=O)(=O)N2CCCC2)cc1,4,3.4,0,-5,-4,-3,1,8,2
Cc1ccc(-c2c[n+](CC(=O)N3c4ccccc4Sc4ccccc43)c3n2CCC3)cc1,100*,-0.6,-8,-17,99*,-21,23,0,-10
COc1cccc(C(=O)N2CCC(CCC(=O)Nc3cccc(C)c3)CC2)c1,3,2.6,0,-1,-2,-2,-15,3,11
O=C(CSc1nnc(-c2ccccc2Cl)n1Cc1ccco1)Nc1ccc2c(c1)OCCO2,2,1.5,-4,-5,-5,-3,-6,4,10
CC1(C)CC(NC(=O)C2CCN(S(=O)(=O)c3ccc(Cl)c(C(F)(F)F)c3)CC2)CC(C)(C)N1,-6,0.7,0,1,2,3,-21,0,11
COc1ccccc1OCC(=O)NC1CCCCCCC1,0,-0.3,-9,11,-18,-2,-5,1,-9
Cc1cc(C)n(-c2nnc(N3CCN(c4ccccc4)CC3)nn2)n1,-11,0.6,-1,3,-6,0,-5,1,13
CCN(CC)S(=O)(=O)c1cc(NC(=O)c2ccc(-n3cncn3)c([N+](=O)[O-])c2)ccc1C,10,10.0,0,-7,-2,-8,2,26,-4
C/C(Cn1cnc([N+](=O)[O-])n1)=N\NC(=O)c1ccncc1,2,0.1,-1,-3,2,-1,1,0,3
O=C(Nc1cccnc1)c1cc(-c2ccco2)on1,-8,-0.6,2,2,-8,-4,-3,0,6
COc1ccc(CCN/C=C2/CC(=O)NC2=O)cc1OC,-6,0.0,0,-2,-1,7,-8,1,15
CCN(CCn1cccn1)C(=O)C1CCC(=O)N(CCc2cccc(F)c2)C1 (stereo unspecified),-3,0.5,-1,0,0,-6,1,3,7
CC(=O)c1ccc(NC(=S)N2CCC(Cc3ccccc3)CC2)cc1,6,3.5,-7,-23,-13,-13,16,9,-26
Cc1ccc(C(O)(CCN2CCCCC2)c2ccccc2)cc1 (stereo unspecified),96*,0.5,-8,-17,93*,-21,-8,2,5
Cc1cc(C)n2nc(C(=O)Nc3cccc(S(=O)(=O)N4CCCC4)c3)nc2n1,-1,0.4,1,5,-3,5,1,1,5
Cc1ccc(C(=O)CSC2=C(C#N)C(c3ccco3)C3=C(CC(C)(C)CC3=O)N2)cc1 (stereo unspecified),13,-0.5,-2,6,3,-5,-7,-1,10
O=[N+]([O-])c1ccc(-[n+]2ccc3ccccc3c2)c([N+](=O)[O-])c1,18,1.0,-3,4,11,-7,6,2,-16
Cc1csc(NC(=O)c2cc(-c3ccco3)nc3ccccc23)n1,-8,-0.5,0,15,-15,2,3,1,-8
Cc1c(NC2=NC3(CCCCC3)Cc3ccccc32)c(=O)n(C)n1-c1ccccc1,10,-0.1,-6,-4,0,-3,2,1,-2
CCOc1ccc2nc(N(CCN(CC)CC)C(=O)/C=C/c3cccs3)sc2c1,-7,1.4,-6,1,-8,2,-10,4,19
O=C(c1cncc(Br)c1)N1CCCc2ccccc21,-5,-0.2,-2,-2,0,15,11,1,11
CS(=O)(=O)N(CC(=O)O)c1ccc2c(c1)OCO2,-5,0.3,0,6,1,3,-2,0,16
COC(=O)c1ccccc1S(=O)(=O)NNC(=O)C1COc2ccccc2O1 (stereo unspecified),1,0.8,-4,11,-16,-3,1,1,-5
CC(C)CC(=O)NCCCCc1ccccc1,3,0.1,0,-8,3,-2,4,0,-4
Cc1nn(-c2ccccc2)c2c1C(c1cccs1)C(C#N)=C(N)O2 (stereo unspecified),0,0.1,-2,-4,15,0,-4,1,2
Cc1ccc(CNC(=O)CSc2nnc(CNC(=O)c3ccc(F)cc3)o2)cc1,0,0.3,0,2,1,-4,5,2,-6
Nc1cc(=O)[nH]c(SCCOc2ccccc2)n1,27*,3.9,-1,-10,2,-16,11,18,0
C[C@H](O)[C@@H]1C(=O)N2CCc3c([nH]c4ccccc34)[C@@H]2C[C@@H]1N(C)Cc1ccc2c(c1)OCO2,-5,1.0,1,3,-5,4,-5,4,13
COC(=O)Nc1ccc(S(=O)(=O)Nc2ccc(C(=O)O)cc2)cc1,9,0.0,-1,-5,10,-3,-6,0,-13
O=C(O)[C@H](CO)Nc1ncnc2sc3c(c12)CCC3,2,0.4,4,3,1,6,3,1,10
CCn1nnnc1SCC(=O)Nc1sc(C)c(C)c1C#N,4,0.1,-1,-5,0,6,-8,1,7
CC1(C)CC(=O)c2cc(OCC(=O)NCCCN3CCN(c4ccccc4F)CC3)ccc2O1,4,3.6,-1,-6,2,-2,-12,4,17

# Grouped by structure, the compounds so far with an aryl thioether with sulfur outside any ring
SMILES,M5 antag,CHO-K1 Ca ag,M5 ag,M4 PAM,M4 antag,M5 PAM,CHO-K1 Ca antag,M4 ag,M1 PAM parental
CC1CCCCN1C(=O)CSc1nnc(-c2ccco2)n1C (stereo unspecified),3,1.5,0,7,-12,4,-10,2,17
O=C(CSc1nnc(-c2ccccc2Cl)n1Cc1ccco1)Nc1ccc2c(c1)OCCO2,2,1.5,-4,-5,-5,-3,-6,4,10
Cc1ccc(CNC(=O)CSc2nnc(CNC(=O)c3ccc(F)cc3)o2)cc1,0,0.3,0,2,1,-4,5,2,-6
Nc1cc(=O)[nH]c(SCCOc2ccccc2)n1,27*,3.9,-1,-10,2,-16,11,18,0
CCn1nnnc1SCC(=O)Nc1sc(C)c(C)c1C#N,4,0.1,-1,-5,0,6,-8,1,7

# Next results follow.
SMILES,M5 antag,CHO-K1 Ca ag,M5 ag,M4 PAM,M4 antag,M5 PAM,CHO-K1 Ca antag,M4 ag,M1 PAM parental
O=C1NNC(=O)C2C3C=CC(C4CC34)C12 (stereo unspecified),5,5.1,1,-6,18,0,-2,-1,19
OCc1csc(=Nc2ccccc2)n1-c1ccccc1,-10,-0.1,-4,6,-14,-6,0,3,2
O=C(CSc1ncnc2c1nnn2Cc1ccc(F)cc1)NCC1CCCO1 (stereo unspecified),-6,1.9,-2,-2,6,1,-5,3,1
CC(C)c1ccccc1NC(=O)CCCC(=O)O,-4,1.2,-1,9,1,7,-14,1,25
COc1ccccc1NC(=O)c1cc[n+](C)cc1,15,0.4,-3,2,-7,-4,-3,1,9
Cc1ccc(C(C)C)c(OCC(O)CN(C)Cc2ccccc2)c1 (stereo unspecified),11,6.6,0,-12,6,-7,5,8,19
COc1ccc(/C=C(\NC(=O)c2cccs2)C(=O)N2CCOCC2)cc1OC,2,2.4,-1,6,-7,0,0,3,16
COc1cccc(N2CCN(c3nc(C)c(C)c(=O)[nH]3)CC2)c1,1,-0.2,8,0,5,4,-7,-2,-1
CC1=NN(c2nc(-c3ccc(Cl)cc3)cs2)C(=O)C1,-1,0.1,2,3,-3,1,-10,1,-4
Cc1ccc(S(=O)(=O)N2CCC3(CC2)OCCO3)cc1,10,0.8,0,-5,4,-3,2,0,-14
Cc1nn(CC(=O)Nc2ccc3c(c2)nc(CN2CCCC2)n3C)c(=O)c2ccccc12,2,-0.1,1,8,-10,1,9,0,-7
CCCCNc1nc2c(c(=O)[nH]c(=O)n2C)n1CCOc1ccccc1,7,0.0,-4,-2,-4,-5,-9,0,18
CCOC(=O)C1=C(c2ccccc2)OC(N)=C(C#N)C1C(C)C (stereo unspecified),0,4.0,3,6,7,4,-18,2,22
CCOC(=O)C1CCN(c2c(NCCCN3CCCCC3)c(=O)c2=O)CC1,-4,0.2,-2,-8,6,6,-12,1,9
O=C(O)Cc1ccccc1C(=O)O,-3,-0.1,1,12,-1,0,0,0,12
CN1CCC23c4ccccc4NC1C21CCN(C)C3Nc2ccccc21,0,1.0,3,-9,-7,-7,3,2,-4
CN(CCO)S(=O)(=O)c1ccc2c(c1)C(=NO)c1cc(S(=O)(=O)N(C)CCO)ccc1-2,8,0.2,-2,1,4,0,-1,1,-9
CC(C)(C)NC(=O)CN1CCC(O)(c2ccc3c(c2)OCO3)CC1,1,-0.1,0,8,5,-4,-1,0,11
O=C(NCCCn1ccnc1)/C(=C\c1ccccc1Cl)NC(=O)c1ccccc1,13,0.1,-5,7,5,1,4,0,18
S=C(Nc1ccccc1)Nc1nc2ccccc2n1CCOc1ccccc1,-4,-0.1,-1,-5,3,2,2,0,-4
C[C@H]1CN([C@@H](C)CO)C(=O)c2cccc(NC(=O)Nc3ccc(C(F)(F)F)cc3)c2O[C@@H]1CN(C)S(=O)(=O)c1ccccc1,0,0.8,-1,-5,-7,-2,6,7,-9
CC(C)c1ccc2c(c1)C1Cc3ccccc3C1N2 (stereo unspecified),3,0.1,-3,4,-1,-3,-2,1,11
CN1C(=O)/C(=C/c2ccco2)SC1=Nc1cccc(C(=O)O)c1,-9,0.5,3,5,-3,4,-23,6,29
COc1ccc(C(N)c2csc(Nc3nncc4ccccc34)n2)cc1 (stereo unspecified),10,1.5,7,-1,9,1,-1,13,-8
CC1(C)C2CCC1(C)C(OC(=O)CCn1ccnc1)C2 (stereo unspecified),-5,0.7,-7,8,5,-2,-14,3,27
COc1ccccc1CN1C[C@@H]2C[C@@H](c3ccc(Cl)cc3)N3CCC[C@@]23C1=O,2,1.5,-10,-14,19,0,-6,1,31
CCOC(=O)C1(C)/C(=N/Nc2ccc(S(N)(=O)=O)cc2)C(=O)C(=O)N1c1ccccc1 (stereo unspecified),-4,1.0,-1,-6,7,-1,-3,0,-9
O=S(=O)(N1CCOCC1)n1cnc2ccccc21,-9,0.9,0,10,-1,2,-29,2,23
Cc1c(CCC(=O)N[C@@H](C)C(=O)O)c(=O)oc2cc3occ(-c4ccccc4)c3cc12,2,0.6,-2,0,3,3,-10,1,15
COc1ccccc1CC1CC(=O)N(c2ccc([N+](=O)[O-])cc2)C1=O (stereo unspecified),0,1.0,-1,-8,0,-6,21,4,-15
C=CCOc1cccn2c(N(C=O)Cc3ccccc3)c(CC)nc12,-6,1.0,1,6,-14,-4,-10,3,12
COc1cc(/C=N/N2CCCCC2)cc(OC)c1O,-3,0.2,11,0,2,0,-8,3,-8
COc1cccc(-n2cc3c(=O)n(C)c(=O)n(C)c3c2)c1,-10,0.1,-1,2,2,1,-5,1,0
C#CCN1C=C(C(=O)OCC)C(C)NS1(=O)=O (stereo unspecified),-4,0.4,1,9,-27,-1,-18,0,12
C/C(CC(=O)Nc1cccc(C(F)(F)F)c1)=N\NC(=O)C1CCCCC1,5,1.6,2,2,2,-9,-2,3,17
COCCNC(=O)CN(C(=O)CCC(=O)Nc1nccs1)c1ccccc1OC,4,0.3,-1,2,1,-1,5,1,5
CCOc1ccccc1C(=O)NC1CCN(Cc2ccccc2)CC1,4,0.1,-9,-8,6,1,4,1,-14
CCn1c(N2CCN(C(=O)NC3CCCCC3)CC2)nc2ccccc21,0,0.7,-2,0,4,-2,-6,2,19
